# GASC1 inh: KDM4C (human) demethylase inhibition; AID 720574; 0.15% of 96,000 active; inhibition, % at 12.5 µM; Q9H3R0; GST-KDM4C 2-372, H3K9me3 peptide, LANCE TR-FRET;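 active = mean replicate inhibition above about 25%, with at least 55% of replicates also reaching it, limit read from the data, passing the limit was not always enough; inconclusive = only one of those two conditions met; inactive = neither condition met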
# Target sequence (Q9H3R0 2-372 limits assumed): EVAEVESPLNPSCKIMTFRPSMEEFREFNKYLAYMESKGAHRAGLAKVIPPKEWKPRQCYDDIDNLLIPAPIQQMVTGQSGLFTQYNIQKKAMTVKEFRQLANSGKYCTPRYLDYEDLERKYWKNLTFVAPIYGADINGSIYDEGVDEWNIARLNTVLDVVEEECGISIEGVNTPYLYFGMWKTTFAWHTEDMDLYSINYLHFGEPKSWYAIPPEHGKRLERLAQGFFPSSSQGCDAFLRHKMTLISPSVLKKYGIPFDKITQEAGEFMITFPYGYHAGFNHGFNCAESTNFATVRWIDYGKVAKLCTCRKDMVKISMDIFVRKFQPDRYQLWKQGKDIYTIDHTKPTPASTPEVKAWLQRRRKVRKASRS
#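 material = GST-tagged GASC-1 (JMJD2C) catalytic fragment, aa 2-372 | amount = enzyme final amount 10 nM | medium = HEPES buffer, pH 7.5, plus ascorbate | also added = H3K9me3 peptide substrate, Fe(II), 2-oxoglutarate | dosing = single dose | times = 30 min demethylation and 1 h detection at room temperature | detection = LANCE TR-FRET | read-out basis = Fall in 671/618 emission ratio as inhibition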
# Pf Dd2 growth: blocks growth of Plasmodium falciparum Dd2 parasites | P. falciparum Dd2 growth, SYBR Green, 72 h; hits give low values | activity change, % at 10 µM | 2.3% of 94,000 active | AID 1159554; in the data active = activity change below about -80%; inconclusive = no clear call, values can overlap the other calls
# T cruzi growth: blocks T. cruzi growth in NIH3T3 culture; T. cruzi beta-gal in NIH3T3, GalScreen luminescence, 90 h; inhibition, % at 8.34 µM; 5.9% of 77,000 active; AID 624255;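 active = mean inhibition above about 93%, with at least 55% of replicates each passing it, limit read from the data, passing the limit was not always enough; inconclusive = only one of those two conditions holds; inactive = neither condition holds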
# C diff HTS: inhibitors of Clostridium difficile growth | growth activity, negative = inhibition, % at 16 µg/mL (by protocol) | Clostridium difficile clinical isolate growth, OD600, 24 h; hits give low values | 0.25% of 86,000 active;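 active = mean growth activity at or below -80% and every replicate also at or below -80%; inconclusive = mean at or below -80% but some replicate above -80%; inactive = mean growth activity above -80%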;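 also: 0% = DMSO wells and -100% = levofloxacin 16 µg/mL wells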
# Starred values were filed as active, the others as inactive; ? = inconclusive; / = not tested or not shown; & = joins results of further samples.
SMILES,GASC1 inh,Pf Dd2 growth,T cruzi growth,C diff HTS
Cc1noc(C)c1NC(=O)N(C)C[C@H]1Oc2c(NC(=O)c3nc4ccccc4s3)cccc2C(=O)N([C@@H](C)CO)C[C@H]1C,-1.3,-38,-209,1
COc1ccc(S(=O)(=O)N(C)C[C@@H]2Oc3ccc(NS(=O)(=O)c4ccc(Cl)cc4)cc3CC(=O)N([C@@H](C)CO)C[C@H]2C)cc1,-3.5,?,-28,-12
C[C@H](CO)N1C[C@H](C)[C@H](CN(C)C(=O)C2CC2)Oc2cc(-c3cccnc3)ccc2S1(=O)=O,0.2,9,40,/
Cc1noc(C)c1S(=O)(=O)Nc1ccc2c(c1)C(=O)N([C@@H](C)CO)C[C@H](C)[C@H](CN(C)C(=O)Nc1ccccc1)OCCCC[C@H](C)O2,-1.2,-9,20,-4
C[C@@H]1CN([C@H](C)CO)C(=O)c2cc(NC(=O)Nc3ccc(F)cc3)ccc2O[C@@H](C)CCCCO[C@@H]1CN(C)S(=O)(=O)c1ccc(Cl)cc1,0.6,-70,81,1
CC(C)NC(=O)N[C@@H]1C=C[C@@H](CC(=O)O)O[C@H]1CO,1.3,-1,61,6
O=C(C[C@@H]1C[C@@H]2c3cc(NC(=O)Nc4ccc(C(F)(F)F)cc4)ccc3O[C@@H]2[C@H](CO)O1)NCCc1ccccc1,-4.2,-21,76,10
Cc1noc(C)c1NC(=O)Nc1ccc2c(c1)C(=O)N(C)[C@@H]1CC[C@@H](CC(=O)N[C@H]3CCN(Cc4ccccc4)C3)O[C@@H]1CO2,0.6,-32,107*,-8
C[C@@H]1CN([C@H](C)CO)C(=O)c2cc(NS(=O)(=O)c3ccc(F)cc3)ccc2O[C@H]1CN(C)C,-0.5,16,2,2
O=C(c1ccccc1)N1C[C@@H]2[C@H](c3ccccc31)[C@H](CO)N2S(=O)(=O)c1ccccc1,-1.2,2,-10,0
C[C@H](NC(=O)C[C@H]1CC[C@H](NC(=O)C2CCC2)[C@@H](CO)O1)c1ccccc1,0.0,12,12,/
C[C@@H]1CN([C@H](C)CO)C(=O)c2cc(NC(=O)NC3CCCCC3)ccc2O[C@H]1CN(C)Cc1ccccc1,0.4,3,-29,-5
CN1CCN(C(=O)c2cc3c(c(-c4cccc(Br)c4)n2)[C@@H](CCO)N([S@](=O)C(C)(C)C)C3)CC1,1.0,47,/,-1
O=C(Cc1ccccc1)N1CC2(C1)[C@@H](c1ccccc1)[C@H](CO)N2C(=O)Cc1ccccc1,-1.0,-9,/,-6
O=C(C[C@@H]1C=C[C@H](NC(=O)C2CCOCC2)[C@H](CO)O1)NCC1CC1,-2.4,7,21,/
O=C(C[C@H]1C[C@H]2c3cc(NC(=O)c4ccc5c(c4)OCO5)ccc3O[C@H]2[C@H](CO)O1)NCc1ccccn1,-1.0,18,-10,-7
C[C@H]1CN([C@@H](C)CO)C(=O)Cc2cc(NC(=O)NC3CCCCC3)ccc2O[C@H]1CN(C)S(=O)(=O)c1cn(C)cn1,0.4,3,65,3
Cc1noc(C)c1NC(=O)Nc1ccc2c(c1)CC(=O)N([C@@H](C)CO)C[C@H](C)[C@H](CN(C)Cc1ccc(Cl)c(Cl)c1)O2,2.0,-8,16,-7
CCCNC(=O)C[C@H]1CC[C@H]2[C@H](COc3ccc(NC(=O)c4cccc(Cl)c4)cc3C(=O)N2C)O1,1.6,0,5,-4
O=C(c1ccc(F)cc1)N1CC(=O)N2[C@H](CO)[C@@H](c3ccc(C#CC4CCCC4)cc3)[C@H]2C1,-2.8,-40,/,-5
C[C@@H]1CN([C@@H](C)CO)C(=O)c2cc(NC(=O)Nc3ccc(C(F)(F)F)cc3)ccc2O[C@H]1CN(C)Cc1ccc(C(=O)Nc2ccccc2N)cc1,-1.2,-57,-30,/
COc1ccc(S(=O)(=O)N[C@@H]2CC[C@H](CC(=O)N3CCc4ccccc4C3)O[C@H]2CO)cc1,1.1,-6,17,0
C[C@@H]1CN([C@@H](C)CO)C(=O)Cc2cc(NC(=O)C3CC3)ccc2O[C@@H]1CN(C)C(=O)Nc1ccccc1,-1.3,17,/,-2
C[C@@H]1CN([C@H](C)CO)C(=O)CCCn2nncc2CO[C@H]1CN(C)C(=O)Nc1ccc2c(c1)OCCO2,2.3,-1,36,20
C[C@@H]1CN([C@@H](C)CO)C(=O)c2cc(NC(=O)c3ccncc3)ccc2O[C@@H]1CN(C)Cc1ccc2c(c1)OCO2,-1.9,-7,-11,0
CC(C)NC(=O)N(C)C[C@H]1Oc2cc(C#CCN(C)C)ccc2S(=O)(=O)N([C@@H](C)CO)C[C@H]1C,1.9,25,-29,-4
COC(=O)C[C@@H]1CC[C@@H]2[C@H](COC[C@H](O)CN2S(=O)(=O)c2ccccc2OC)O1,1.7,/,-1,5&-5
COc1ccc(CN(C)C[C@H]2OCc3cn(nn3)CCCC(=O)N([C@@H](C)CO)C[C@H]2C)cc1,0.3,-12,-34,-2
Cc1ccc(S(=O)(=O)N(C)C[C@H]2Oc3ccc(NS(=O)(=O)c4cn(C)cn4)cc3C(=O)N([C@H](C)CO)C[C@H]2C)cc1,1.1,32,-4,/
CCCNC(=O)N(C)C[C@H]1Oc2cc(-c3ccncc3)ccc2S(=O)(=O)N([C@@H](C)CO)C[C@@H]1C,-2.2,-30,97*,0
COCC#Cc1cnc2c(c1)C(=O)N([C@@H](C)CO)C[C@@H](C)[C@H](CN(C)C(=O)Cc1cccnc1)O2,-0.6,22,33,-1
CCC(=O)N1[C@H](CO)[C@@H](c2ccccc2)C12CN(C(=O)NC1CCCC1)C2,0.4,7,/,-5
COc1ccc(S(=O)(=O)N(C)C[C@@H]2Oc3ccc(NS(=O)(=O)c4cccs4)cc3CC(=O)N([C@@H](C)CO)C[C@@H]2C)cc1,1.4,-15,19,4
C[C@@H]1CN([C@H](C)CO)C(=O)Cc2cc(NC(=O)CCN3CCOCC3)ccc2O[C@H]1CN(C)C(=O)Nc1cccc2ccccc12,1.7,4,-19,-1
CC(C)NC(=O)Nc1cccc2c1O[C@@H](CN(C)S(C)(=O)=O)[C@H](C)CN([C@H](C)CO)C2=O,7.3,10,46,14
Cc1noc(C)c1NC(=O)Nc1cccc2c1O[C@H](CN(C)Cc1ccc(C(F)(F)F)cc1)[C@H](C)CN([C@@H](C)CO)C2=O,9.4,-20,39,1
OC[C@@H]1[C@H](c2ccc(Br)cc2)[C@H]2CN(Cc3cncnc3)CCCCN12,0.4,35,88,3
CO[C@@H]1CN(C)C(=O)c2cc(NC(=O)c3ccccc3)ccc2OC[C@@H](C)NC[C@H]1C,0.8,-62,-14,/
C/C=C/c1cnc2c(c1)C(=O)N([C@H](C)CO)C[C@@H](C)[C@H](CN(C)C(=O)C1CCOCC1)O2,-0.1,29,-47,2
CC(C)C#Cc1ccc([C@H]2[C@H](CO)N3CCCCN(C(=O)c4ccc(F)cc4)C[C@@H]23)cc1,0.0,-51,81,13
C[C@@H]1CN([C@@H](C)CO)C(=O)c2cc(/C=C/c3ccccc3)cnc2O[C@@H]1CN(C)Cc1cncnc1,-0.9,-29,/,-2
C[C@@H]1CN([C@@H](C)CO)C(=O)c2cc(NC(=O)c3ccccc3)ccc2O[C@@H](C)CCCCO[C@H]1CN(C)S(=O)(=O)c1ccccc1,0.1,-66,-66,/
C[C@@H](NC(=O)C[C@H]1C[C@@H]2c3cc(NC(=O)NC4CCCC4)ccc3O[C@@H]2[C@H](CO)O1)c1ccccc1,-1.9,-27,28,/
CCC(=O)Nc1ccc2c(c1)C(=O)N(C)[C@H]1CC[C@H](CC(=O)NC3CCCC3)O[C@H]1CO2,3.7,-25,10,1
CN(C)CC(=O)N1[C@H](CO)[C@@H](c2ccccc2)C12CN(CCC(F)(F)F)C2,-0.8,-46,/,1

# Reprinted from the part before: 6 entries, then new ones.
SMILES,GASC1 inh,Pf Dd2 growth,T cruzi growth,C diff HTS
CC(C)C#Cc1ccc([C@H]2[C@H](CO)N3CCCCN(C(=O)c4ccc(F)cc4)C[C@@H]23)cc1,0.0,-51,81,13
C[C@@H]1CN([C@@H](C)CO)C(=O)c2cc(/C=C/c3ccccc3)cnc2O[C@@H]1CN(C)Cc1cncnc1,-0.9,-29,/,-2
C[C@@H]1CN([C@@H](C)CO)C(=O)c2cc(NC(=O)c3ccccc3)ccc2O[C@@H](C)CCCCO[C@H]1CN(C)S(=O)(=O)c1ccccc1,0.1,-66,-66,/
C[C@@H](NC(=O)C[C@H]1C[C@@H]2c3cc(NC(=O)NC4CCCC4)ccc3O[C@@H]2[C@H](CO)O1)c1ccccc1,-1.9,-27,28,/
CCC(=O)Nc1ccc2c(c1)C(=O)N(C)[C@H]1CC[C@H](CC(=O)NC3CCCC3)O[C@H]1CO2,3.7,-25,10,1
CN(C)CC(=O)N1[C@H](CO)[C@@H](c2ccccc2)C12CN(CCC(F)(F)F)C2,-0.8,-46,/,1
COC(=O)C[C@@H]1CC[C@@H]2[C@@H](COc3ccc(NC(=O)c4ccc(F)c(F)c4)cc3C(=O)N2C)O1,-0.4,0,-31,-7
O=C(NC[C@@H]1[C@@H](c2ccccc2)[C@@H](CO)N1Cc1cccnc1)C1CCCCC1,-0.4,0,/,-2
CO[C@H]1CN(C)C(=O)c2ccc(NC(=O)Nc3cc(F)ccc3F)cc2OC[C@H](C)N(C)C[C@@H]1C,1.3,-21,/,2
C[C@H](CO)N1C[C@H](C)[C@@H](CN(C)S(=O)(=O)c2ccc(F)cc2)Oc2ccc(NS(=O)(=O)c3ccc(Cl)cc3)cc2CC1=O,-1.4,-50,7,-7
O=C(Nc1ccc(F)cc1)N[C@H]1C=C[C@@H](CC(=O)N2CCOCC2)O[C@@H]1CO,-0.3,-29,45,/
CC(C)NC(=O)N(C)C[C@H]1Oc2ccc(NC(=O)C3CCCCC3)cc2CC(=O)N([C@H](C)CO)C[C@H]1C,-1.7,4,1,6
O=C(C[C@H]1C=C[C@H](NC(=O)Cc2ccccn2)[C@H](CO)O1)NCCc1ccncc1,0.1,9,36,/
CCCN(C)C[C@H]1OCCCC[C@@H](C)Oc2ccc(NS(=O)(=O)c3ccc(OC)cc3)cc2C(=O)N([C@H](C)CO)C[C@H]1C,1.0,/,57,1
COc1ccc(NC(=O)Nc2ccc3c(c2)CC(=O)N([C@@H](C)CO)C[C@@H](C)[C@@H](CN(C)C(=O)Nc2ccccc2)O3)cc1,0.4,-5,/,5&1
C[C@@H]1CN([C@@H](C)CO)C(=O)c2ccccc2-c2ccccc2CO[C@@H]1CN(C)Cc1cccc2c1OCCCO2,2.1,8,-7,-1
COc1ccccc1-c1ccc([C@H]2[C@@H](CO)N3CCCCN(S(=O)(=O)c4cn(C)cn4)C[C@H]23)cc1,0.0,52,4,-8
COc1cccc(C#Cc2ccc([C@H]3[C@H]4CN(S(=O)(=O)c5ccccc5C)CC(=O)N4[C@H]3CO)cc2)c1,-5.3,-36,/,18
C[C@@H]1CCCCO[C@H](CN(C)C(=O)C2CCCCC2)[C@H](C)CN([C@@H](C)CO)C(=O)c2cc(NC(=O)CCCN(C)C)ccc2O1,3.7,-19,-32,-5
CCC(=O)Nc1ccc2c(c1)C(=O)N(C)[C@H]1CC[C@@H](CC(=O)N3CCCCC3)O[C@@H]1CO2,0.6,1,17,-7
C[C@@H]1CN([C@@H](C)CO)C(=O)c2c(c3ccccc3n2C)-c2ccccc2CO[C@H]1CN(C)C(=O)c1cc(Cl)cc(Cl)c1,-1.4,-83*,/,-3
CS(=O)(=O)N1CC(=O)N2[C@H](CO)[C@@H](c3ccc(C#CCC4CCCC4)cc3)[C@H]2C1,-1.8,-6,/,-21
COc1ccc2c3c([nH]c2c1)[C@H](CO)N(Cc1nccs1)CC31CCN(Cc2ccncc2)CC1,0.1,-85*,/,57
CNC[C@@H]1Oc2ncc(-c3cccc(C(=O)N(C)C)c3)cc2C(=O)N([C@@H](C)CO)C[C@@H]1C,1.9,11,/,/
Cc1ccc(S(=O)(=O)Nc2cccc3c2O[C@@H](CN(C)C(=O)NC2CCCCC2)[C@@H](C)CN([C@@H](C)CO)C3=O)cc1,0.9,35,-2,-12
COc1ccc(S(=O)(=O)Nc2ccc3c(c2)C(=O)N([C@H](C)CO)C[C@H](C)[C@H](CN(C)C(=O)Nc2ccc(F)cc2)OCCCC[C@H](C)O3)cc1,0.1,-3,82,3
C[C@@H]1CN([C@H](C)CO)C(=O)c2cc(NC(=O)C3CCCCC3)ccc2O[C@@H](C)CCCCO[C@H]1CN(C)C(=O)Nc1ccc(F)cc1,-0.4,-43,36,1
COc1ccccc1-c1ccccc1[C@@H]1[C@H](C#N)N(C(=O)C2CCC2)[C@H]1CO,-0.6,-5,/,-13
C[C@@H]1CN([C@@H](C)CO)C(=O)c2cc(N(C)C)ccc2O[C@@H](C)CCCCO[C@@H]1CN(C)C(=O)Nc1ccccc1,12,-7,45,-2

# High-throughput results (PubChem BioAssay)

# No enrichment for hits (roughly 7% active in at least one column).
